Screens deposited in PubChem by several laboratories.
K1F lysis inhibition = inhibition of K1F phage lysis, E. coli UTI89, bacterial capsule biogenesis inhibitors, alamar blue (AID 488966); E. coli UTI89 K1F phage lysis, alamar blue, 2 h; higher % means a stronger effect; one-dose inhibition, % at 100 µM; IC50 in µM for titrated hits; actives 0.02% (n = 340,000);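 active = phage lysis inhibition, versus mean bacterial control, above a set limit; inconclusive = no clear call, values can overlap the other calls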;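 also: capsule biogenesis inhibitors block K1F phage lysis so surviving cells raise fluorescence; higher fluorescence means more inhibition of phage lysis; actives were called in the ten point dose series up to 300 µM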
TNAP activation fold = stimulation of alkaline phosphatase TNAP activity – biochemical, luminescent, no phosphate acceptor, uHTS, primary screen (AID 1001); purified TNAP, luminescent activation assay, no phosphate acceptor; higher activation fold means a stronger effect; activation fold at 20 µM, or EC50 in µM where a hit was titrated; actives 0.03% (n = 200,000); in the data active = activation fold from about 3, or a potency from the dose series; inactive = the rest, 99 in 100 with activation fold below about 1.6; also: many of its hits are not listed in these tables
Large T inhibition = SV40 large T antigen inhibitors, biochemical (AID 1903); inhibition, % at 20 µM; hits with a dose series show IC50 in µM; SV40 large T antigen ATPase/helicase inhibition assay; higher % means a stronger effect; actives 0.39% (n = 310,000); in the data active = a potency from the dose series; inconclusive = inhibition mostly from about 32% at the one dose, without a potency; inactive = the rest, 99 in 100 with inhibition below about 32%; also: strong numbers were not always called active
RSV antiviral HEp-2 = RSV antiviral activity via CPE protection, HEp-2 cells, primary 10 µM value included (AID 2391); HEp-2 cells, RSV-induced CPE inhibition; higher % means a stronger effect; CPE inhibition, % at 10 µM, or IC50 in µM where a hit was titrated; actives 0.13% (n = 310,000); in the data active = a potency from the dose series; inconclusive = CPE inhibition mostly from about 23% at the one dose, without a potency; inactive = the rest, 99 in 100 with CPE inhibition below about 21%; also: strong numbers were not always called active
Rac1 GTP hydrolysis = MgcRacGAP GTPase-activating activity inhibitors, confirmation, biochemical, ADP Hunter fluorescence | MgcRacGAP-stimulated Rac1 GTP hydrolysis, ADP Hunter fluorescence; higher % means a stronger effect; GST-tagged Rac1 F28L mutant substrate | inhibition, % at 30 µM; hits with a dose series show IC50 in µM | actives 0.6% (n = 340,000) | AID 624330;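 active = first-screen hits whose inhibition reached a set limit at any dose in the follow-up dose series; inconclusive = inhibition above the set first-screen limit but never retested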;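 also: fluorescence reports GDP produced by GAP-driven GTP hydrolysis; strong numbers were not always called active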
T cell HTS = T cell immune modulators affecting CD8 T cell-vesicle binding | calls only at 7 µM | 2C CD8+ T cell-vesicle binding, flow cytometry; stronger effect = lower value | AID 2052 | actives 0.068% (n = 330,000);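 active = response, share of CD8 T cells binding vesicles, and their 90th percentile fluorescence all below set limits, cut at about 80% in these data, passing the limit was not always enough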
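System: murine 2C transgenic CD8+ T lymphocytes; also added: QL9-loaded Drosophila micro-vesicles; times: binding 1.5 h at 37 °C; measured by: flow cytometry, PE anti-B7-1 (FL2) versus Alexa647 anti-CD8 (FL8), PFA-fixed; control set: Peptide-free naked vesicles (low) and QL9 vesicles with 0.7% DMSO vehicle (high)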
NTR1 agonist = NTR1-driven beta-arrestin-GFP spot formation – imaging, U2OS cells, high content, primary screen (AID 493036); P30989; agonist mode; activation, % at 20 µM; actives 0.17% (n = 330,000);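 active = activation at or above 40% of the spot to cytoplasm intensity ratio, with at least 20 cells analyzed; inconclusive = wells under 20 cells, flagged as cytotoxic or low count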;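 also: 0% = DMSO without peptide and 100% = 100 nM NTR1 peptide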
Target sequence (P30989 whole entry, looked up): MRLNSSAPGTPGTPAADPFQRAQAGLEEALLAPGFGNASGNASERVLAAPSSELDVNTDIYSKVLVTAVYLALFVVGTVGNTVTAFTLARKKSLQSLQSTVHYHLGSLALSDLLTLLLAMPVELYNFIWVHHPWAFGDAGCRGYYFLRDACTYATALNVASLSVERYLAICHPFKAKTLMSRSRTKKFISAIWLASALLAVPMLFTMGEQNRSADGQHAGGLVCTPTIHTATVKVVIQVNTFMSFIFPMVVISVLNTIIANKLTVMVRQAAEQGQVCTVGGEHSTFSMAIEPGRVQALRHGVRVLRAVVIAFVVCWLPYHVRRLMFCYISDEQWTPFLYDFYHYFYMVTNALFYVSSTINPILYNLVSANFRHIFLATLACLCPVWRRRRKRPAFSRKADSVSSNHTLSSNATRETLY
Salmonella PhoP GFP = PhoP-dependent GFP reporter repression – Salmonella Typhimurium, primary screen (AID 1863); inhibition, % at 50 µM, or IC50 in µM where a hit was titrated; actives 0.16% (n = 300,000); S. Typhimurium PhoP-regulated promoter GFP reporter, 4 h; higher % means a stronger effect;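 active = inhibition over 29.93%, a cutoff 3 SD above the screen mean, later confirmed by dose response; inconclusive = inhibition over 29.93% but no dose response follow-up; inactive = inhibition at most 29.93% or unconfirmed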;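 also: 0% = low Mg2+ inducing control and 100% = high Mg2+ repressing control; strong numbers were not always called active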
Myeloid diff MLP = promotes myeloid progenitor differentiation; ER-HoxA9 myeloid progenitors, lysozyme-GFP differentiation, flow cytometry; AID 624256; actives 1% (n = 360,000); calls only at 10 µM;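 active = normalized GFP-positive differentiation at or above the plate's own cutoff, the solvent-only control mean plus 3 SD; inconclusive = no clear call, values can overlap the other calls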;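 also: cells exposed to compound for four days before flow analysis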
T cell HTS vesicle-bound % = also measured in T cell HTS; calls as there; double positive events, %; measured here: CD8+ vesicle-bound cell fraction;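 binding gate set so that unloaded-vesicle control wells show 10% double positive cells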
NTR1 agonist cell count 20 µM = further read-out of NTR1 agonist, marked with its call; cell count; measured here: cell count, cytotoxicity flag
Myeloid diff MLP GFP+ MAC1+ % = recorded beside Myeloid diff MLP, whose call it bears; GFP+ MAC1+ double positive, %; measured here: differentiation confirmed by MAC1 staining
The depositor's hits bear a star; i = inactive; ? = inconclusive; / = not tested or not shown; + = active, no number; & = joins results of further samples; [ ] = remark or other dose.

The line under a structure holds: K1F lysis inhibition, TNAP activation fold, Large T inhibition, RSV antiviral HEp-2, Rac1 GTP hydrolysis, T cell HTS, T cell HTS vesicle-bound %, NTR1 agonist, NTR1 agonist cell count 20 µM, Salmonella PhoP GFP, Myeloid diff MLP, Myeloid diff MLP GFP+ MAC1+ %
> Oc1cc(Cl)cc(Cl)c1Cl
→ -2.4%, /, /, 1.7%, 7%, i, 28, 1.5, 50, /, i, 1.2
> COc1cc(CCC(=O)OCC(=O)N2CCc3ccccc32)cc(OC)c1OC
→ -0.1%, /, 1%, 5.7%, 9%, i, 61, -0.1, 86, -6%, i, 0.4
> Cc1ccnc(Nc2nc(-c3ccc(O)cc3O)cs2)c1
→ -1.2%, /, 12%, 48%, 15%, i, 66, 18, 60, 10%, i, 0.0
> O=C(NCc1ccccc1)C(c1ccc(O)cc1)N(C(=O)c1cnccn1)c1ccccc1 (stereo not given)
→ 0.3%, /, 9%, 0.8%, 7%, i, 54, 1.6, 47, -8%, i, 0.6
> COc1ccc(S(=O)(=O)N2CCOC2CNC(=O)C(=O)NCc2ccccc2Cl)cc1 (stereo not given)
→ -0.1%, /, 28%, 3.6%, 5%, i, 21, 0.8, 58, -9%, i, 0.4
> O=C(Nc1ccc(Cl)c(C(F)(F)F)c1)c1ccco1
→ -0.5%, 1.1, 2%, 22%, 6%, i, 31, -2.0, 88, 3%, i, 1.2
> N#Cc1ccccc1CN1C(=O)NC(Cc2c[nH]c3ccccc23)C1=O (stereo not given)
→ 0.2%, 1.1, 7%, 5.3%, 6%, i, 65, 1.2, 45, 3%, i, 1.9
> COCc1nnc(N)s1
→ 0.0%, 1, 0%, 2.1%, -6%, i, 36, 1.4, 42, 7%, i, 0.5
> CN(Cc1cccs1)C(=O)C1CC(=O)N(Cc2ccccc2)C1 (stereo not given)
→ 0.5%[50 µM], /, 9%, 0.4%, 6%, i, 52, 0.2, 77, 6%, i, 0.3
> O=C(NCC1CCCO1)C1CCCN(S(=O)(=O)c2cc(Cl)ccc2Cl)C1 (stereo not given)
→ 1.3%[50 µM], /, 4%, 3.1%, 10%, i, 50, 1.8, 45, -3%, i, 1.5
> COc1ccc(NC(=O)CN(C)C(=O)C2=COCCO2)cc1
→ 0.8%[50 µM], /, 9%, 1.5%, 9%, i, 51, 0.1, 54, 0%, i, 0.7
> O=C(NCCc1nc2ccccc2[nH]1)c1ccco1
→ 0.2%, 1.1, 5%, 1.1%, 6%, i, 21, 2.4, 99, 14%, i, 0.8
> Cc1c(C(=O)NCCSCc2ccccc2Cl)cccc1[N+](=O)[O-]
→ -2.1%, 1, 18%, -0.9%, 3%, i, 25, -0.1, 59, 9%, i, 14
> Cc1oc(C(C)(C)C)cc1C(=O)Nc1cccc(/C=C/C(=O)O)c1
→ 3.0%, 1.1, 0%, 2.0%, 11%, i, 40, 1.4, 49, 4%, i, 0.6
> O=C1CCCN2N=C(SCC(=O)Nc3cccc(Cl)c3)SC2=N1
→ -1.2%, /, 7%, 0.0%, 12%, i, 14, -0.7, 44, 2%, i, 0.8
> CCC(=O)NCC(c1cccs1)N1CCOCC1 (stereo not given)
→ 0.3%, 1.2, 16%, 0.0%, 9%, i, 26, -0.1, 55, -8%, i, 11
> CCOc1cc(S(=O)(=O)N2CCN(S(=O)(=O)CC)CC2)c(OCC)cc1-n1cnnn1
→ 0.3%, /, 11%, 0.7%, 8%, i, 20, -0.2, 58, -8%, i, 0.3
> CC(C)C[C@H](NC(=O)c1nc[nH]c1C(=O)NCCCCCN)C(=O)OCc1ccccc1
→ 1.3%, /, /, /, 0%, i, 28, 2.0, 51, /, i, 0.7
> O=C(c1cc([N+](=O)[O-])ccc1N1CCOCC1)N1CCOCC1
→ -0.1%, 1.2, 3%, 0.9%, -3%, i, 35, -1.5, 99, 5%, i, 0.5
> COc1ccc(NC(=O)c2ccc(-n3cnnn3)cc2)c([N+](=O)[O-])c1
→ -0.1%, /, -2%, 1.1%, -6%, i, 51, -0.2, 58, -5%, ?, /
> Cc1cc2cc(CN(CCN(C)C)C(=S)NCc3ccco3)c(=O)[nH]c2cc1C
→ 0.4%, 1.1, 8%, -2.3%, 11%, i, 26, -1.6, 71, -1%, i, 0.1
> O=C(Cn1nnc(-c2ccccc2-n2cnnn2)n1)N1CCCCC1
→ 0.0%, 1.1, 4%, 1.5%, 12%, i, 30, 2.2, 39, 6%, i, 0.6
> Cc1csc(NC(=O)NC2(C(F)(F)F)Oc3ccccc3O2)n1
→ 5.1%, 0.8, 13µM*, 2.2%, 10%, i, 9, 17, 80, -8%, i, 0.4
> CCc1nnc(NC(=O)C2CCCN(S(=O)(=O)c3ccc(OC)cc3)C2)s1 (stereo not given)
→ -0.2%, 1.1, 2%, -0.8%, 7%, i, 32, -0.2, 96, 7%, i, 0.2
> CCCn1c(N2CCN(C(=O)/C=C/C(=O)O)CC2)nc2ccccc21
→ 0.8%, /, 10%, 0.8%, 11%, i, 65, -1.5, 60, -2%, i, 0.1
> O=C1c2ccccc2C(=O)N1CCOc1ccccc1Br
→ 0.1%, /, 9%, 2.3%, 4%, i, 66, 2.1, 73, -2%, i, 0.7
> O=C(c1cn(-c2ccc(Cl)c(Cl)c2)nn1)C1CC1
→ 0.7%, 1.1, -8%, 1.8%, -3%, i, 43, 1.3, 59, 2%, i, 0.5
> COc1cc(OC)cc(OCC(O)Cn2ccnc2)c1 (stereo not given)
→ 0.2%, 0.9, 0%, -1.6%, 2%, i, 15, 1.4, 56, -10%, i, 6.2
> Cc1ccsc1C(=O)OCC(=O)N1CC(=O)Nc2ccccc21
→ 2.0%, 1.2, 5%, 0.4%, 5%, i, 18, 0.8, 61, -9%, i, 1.5
> CS(=O)c1ccccc1O (stereo not given)
→ 0.1%, 1.2, 6%, 2.0%, 16%, i, 44, 0.2, 76, -8%, i, 0.7
> O=C(CCC(=O)N(CC(=O)NC1CCCCC1)Cc1ccccc1)Nc1nccs1
→ -0.1%, /, 12%, 0.6%, 10%, i, 28, 0.3, 53, -4%, i, 0.6
> CS(=O)(=O)Nc1ccc(C(=O)CC(=O)Nc2ccc([N+](=O)[O-])cc2)cc1
→ 0.2%, /, 12%, 5.8%, 3%, i, 65, -0.5, 64, -6%, i, 0.4
> C[C@@H]1CN(S(=O)(=O)c2ccc3c(c2)OCCO3)CCN1S(=O)(=O)c1c(F)cccc1F
→ 0.1%, /, /, /, 0%, i, 32, -1.6, 72, /, i, 3.1
> COC(=O)/C(=N\OCc1ccc(C#N)cc1)c1c(C)nn(C)c1C
→ 0.1%, /, -4%, 0.7%, 7%, i, 41, -0.7, 51, -3%, i, 0.5
> O=C(CN1C(=O)c2ccccc2S1(=O)=O)NC1CCCCCC1
→ 2.8%, 1.1, 3%, -0.9%, -2%, i, 18, 13, 62, 12%, i, 0.9
> Cc1ccc(Nc2ccc(C(N)=O)cc2[N+](=O)[O-])cc1
→ 0.7%, 0.9, 4%, 5.5%, 5%, i, 22, -1.8, 37, 0%, i, 0.1
> CCOc1ccccc1N1CCN(CC(=O)Nc2ncc(C)s2)CC1
→ 7.9%, /, 10%, 0.8%, 6%, i, 61, 0.5, 71, -3%, i, 0.7
> CCc1cccc(OCCn2ccnc2)c1
→ 0.6%[50 µM], 1, 7%, 1.0%, 28%, i, 46, -1.8, 84, 7%, i, 0.4
> CCSc1nc(N2CCOCC2)c2ccccc2n1
→ -1.3%, 1.1, 13%, 6.0%, 3%, i, 17, -1.6, 51, -4%, i, 1.5
> CCOc1ccc(OC(=O)c2cccnc2)cc1
→ -1.1%, 1, 12%, 0.5%, -1%, i, 18, 0.8, 78, 6%, i, 1.3
> CC(=O)NC(CC(=O)NCC(=O)Nc1ccc(F)c(F)c1)c1ccccc1 (stereo not given)
→ 0.2%, /, -3%, 0.9%, 4%, i, 32, 2.0, 50, 8%, i, 0.5
> Cc1ccc(C(=O)C2=C(O)C(=O)N(c3ncccn3)C2c2ccc(Br)cc2)o1 (stereo not given)
→ /, /, 17%, 4.8%, /, i, 28, 0.5, 50, -8%, /, /
> COc1ccccc1N1CCN(S(=O)(=O)CCNC(=O)c2ccc(OC(C)C)cc2)CC1
→ -0.6%, /, 7%, 16%, 6%, i, 11, -0.8, 58, -6%, +, 1.0*
> Cc1cccc([N+](=O)[O-])c1NC(=O)CSc1nnc2ccccn12
→ 0.4%[50 µM], /, /, 0.5%, 2%, i, 40, -2.5, 56, /, i, 0.8
> C/C(N)=C(/C#N)C(=O)CSc1nnc(SCc2ccc(Cl)cc2)s1
→ -1.3%&-0.9%, 1, -12%, 13%, 2%&2%, i, 44, 0.5, 58, 22%, i, 3.1&1.1
> CN(C)S(=O)(=O)c1cccc(NC(=S)NCc2ccc3c(c2)OCO3)c1
→ -0.2%, 1, 8%, 18%, 7%, i, 40, 0.2, 45, -1%, i, 0.2
> COc1ccc(-c2csc(Nc3ccc(C)cn3)n2)cc1OC
→ 0.3%, 1.1, 15%, ?, 16%, i, 22, 14, 48, 3%, i, 0.2
> Cc1c(Cl)cnc(NC(=O)COC(=O)c2ccc3c(c2)OCO3)c1Cl
→ 1.1%[50 µM], 1.1, 0%, 3.4%, 2%, i, 44, 1.0, 57, 12%, i, 0.7

An unsorted share of the library. About 2.3% of those tested had a hit in this group.
